CCHFV vOTU inh: blocks the CCHF virus ovarian tumor domain protease. AID 651958. 370,000 compounds, 0.55% hits. CCHFV vOTU protease, Pep-AMC fluorescence. inhibition, % at 11.5 µM; in the data active = inhibition above about 30%; also: 0% = vehicle wells with enzyme and 100% = no enzyme wells
BoNT-A LC inh2: inhibitors of Botulinum neurotoxin A light chain protease; multiplex microsphere protease substrate cleavage, flow cytometry; inhibition, % at 10 µM; 360,000 compounds, 0.17% hits; AID 588499; also: plate controls were buffer without enzyme for full effect and enzyme alone for no effect
PfHsp40 yeast: restores yeast growth despite PfHsp40 toxicity | S. cerevisiae expressing PfHsp40, growth rescue, ATP luminescence | growth rescue, % at 12.5 µM | 340,000 compounds, 0.68% hits | AID 504582; in the data active = growth rescue above about 28%, passing the limit was not always enough; inconclusive = no clear call, values can overlap the other calls;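 also: yeast W303a lacking pdr1 and pdr3 grown in galactose medium; growth measured after three days at 30 °C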
FadD28 FP inh: inhibitors of Mycobacterium tuberculosis FadD28 bisubstrate binding; inhibition, % at 12.5 µM; FadD28 bisubstrate probe binding, fluorescence polarization; 360,000 compounds, 0.22% hits; AID 588549; in the data active = inhibition above about 8.5%, passing the limit was not always enough; inconclusive = no clear call, values can overlap the other calls
BoNT F protease: blocks Botulinum neurotoxin F light chain protease; 360,000 compounds, 0.22% hits; Multiplex microsphere protease cleavage assay, flow cytometry; inhibition, % at 10 µM; in the data active = inhibition above about 35%, passing the limit was not always enough; inconclusive = no clear call, values can overlap the other calls; also: plate controls were buffer without enzyme for full effect and enzyme alone for no effect
Yp Topo-I inh: blocks Yersinia pestis topoisomerase I activity | 360,000 compounds, 0.064% hits | activity, % at 10 µM | Y. pestis Topo-I cleavage product accumulation, plate reader; in the data active = activity above about 50%, passing the limit was not always enough; inconclusive = no clear call, values can overlap the other calls; also: inactives centre near 2
PrPC TRFRET: cell surface PrPC inhibition, primary TR-FRET screen; P04156; TR-FRET read-out; inhibition, % at 13.8 µM; 370,000 compounds, 0.43% hits; AID 720596; in the data active = inhibition above about 24%; also: 0% = median of the test wells and 100% = reference compound wells
TcdB GH inh: inhibitors of Clostridioides difficile toxin B glycohydrolase. AID 652162. 350,000 compounds, 0.24% hits. P18177. TcdB glycohydrolase enzymatic assay, plate reader. inhibition, % at 9.99 µM; in the data active = inhibition above about 10%
Anthrax LF inh2: blocks Bacillus anthracis lethal factor protease; P15917; multiplex microsphere protease cleavage assay, LF; inhibition, % at 10 µM; 360,000 compounds, 0.12% hits; also: plate controls were buffer without enzyme for full effect and enzyme alone for no effect
Target sequence (P15917 whole entry, looked up): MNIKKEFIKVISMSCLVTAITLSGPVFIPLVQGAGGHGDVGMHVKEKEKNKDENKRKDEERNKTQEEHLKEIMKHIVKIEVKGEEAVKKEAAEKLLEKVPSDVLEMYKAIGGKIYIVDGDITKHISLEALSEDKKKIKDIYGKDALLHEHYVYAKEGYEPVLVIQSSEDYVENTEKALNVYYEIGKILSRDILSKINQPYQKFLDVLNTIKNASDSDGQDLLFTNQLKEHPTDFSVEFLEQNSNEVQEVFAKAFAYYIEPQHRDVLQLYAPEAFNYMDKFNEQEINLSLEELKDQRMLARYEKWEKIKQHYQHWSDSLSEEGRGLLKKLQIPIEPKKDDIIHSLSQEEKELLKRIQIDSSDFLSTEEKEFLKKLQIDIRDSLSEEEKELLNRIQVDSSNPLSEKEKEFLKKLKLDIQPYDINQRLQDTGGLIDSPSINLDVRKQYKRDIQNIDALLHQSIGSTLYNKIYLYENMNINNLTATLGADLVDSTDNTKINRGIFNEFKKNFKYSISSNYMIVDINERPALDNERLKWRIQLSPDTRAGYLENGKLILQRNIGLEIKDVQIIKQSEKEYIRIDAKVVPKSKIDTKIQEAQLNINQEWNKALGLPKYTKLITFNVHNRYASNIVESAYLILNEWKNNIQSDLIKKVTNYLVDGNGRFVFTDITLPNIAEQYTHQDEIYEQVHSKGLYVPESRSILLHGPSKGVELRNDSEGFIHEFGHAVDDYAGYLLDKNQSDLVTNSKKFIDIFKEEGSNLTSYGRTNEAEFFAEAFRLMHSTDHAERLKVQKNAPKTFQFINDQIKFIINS
* hit, by the source's call; ? = inconclusive; nt = no result given; & = joins results of further samples. Rule as the data show it, unless noted: active = inhibition above about 30%; inconclusive = no clear call, values can overlap the other calls; inactive = below that.

No.	SMILES	CCHFV vOTU inh	BoNT-A LC inh2	PfHsp40 yeast	FadD28 FP inh	BoNT F protease
1	CNC(=O)c1ccccc1NC(=O)C1CC(=O)N(c2ccc(OC)cc2)C1 (stereo not given)	-10	0.2	-0.1	-0.9	-8
2	COc1ccc(NC(=O)Cc2c(C(=O)O)n(C)c3ccccc23)cc1OC	9	0.3	1.3	0.5	2
3	CC(C)(C)N(Cc1ccccc1)C(=O)COC(=O)CN1C(=O)NC2(CCCC2)C1=O	-5	1.1	-1.7	-2.7	-2
4	CCn1c(=O)c(C(=O)NCc2ccc(F)cc2)c(O)c2ccccc21	8	0.1	1.6	-3.9	-6
5	O=C(Nc1ccccc1)[C@@H]1CC=C[C@@H]2CCN(C3CCCCC3)C(=O)[C@@H]21	-1	0.1	-1.2	-0.8	-2
6	CN(CC(=O)Nc1ccccc1Cl)C(=O)CN1C(=O)C2CC=CCC2C1=O (stereo not given)	2	-1.6	1.4	-0.9	-9
7	C[C@H](CO)N1C[C@H](C)[C@@H](CN(C)Cc2ccccn2)Oc2ncc(-c3ccccc3)cc2C1=O	-9	-0.2	nt	0.4	-5
8	COc1ccc(C(=O)N/C(=C\c2ccccc2)C(=O)NC(CC(C)C)C(=O)O)cc1 (stereo not given)	3	-0.1	-1.1	-1.0	0
9	C#CCOc1ccc(/C=C2/C(=O)NN(c3ccccc3)C2=O)cc1OC	9	-1.6	0.3	0.1	25
10	CN(C)CCCN(C(=O)c1ccco1)c1nc2c(F)cc(F)cc2s1	-3	-1.9	-0.4	-1.0	-1
11	COc1cc(S(=O)(=O)NC(C)C)ccc1Cl	-3	-0.1	1.0	-0.7	3
12	COCCOc1ccc(C(F)(F)F)cc1NC(=O)c1ccccc1F	11	-1.7	0.9	-0.8	-24
13	COc1ccccc1N1CCN(c2nnc(-c3ccc(F)cc3)c3ccccc23)CC1	2	1.1	0.4	-4.0	-13
14	O=C(O)c1cccc(NC(=O)C23CC4CC(C2)CC(n2cnc(Cl)n2)(C4)C3)c1	5	0.3	0.2	-4.3	-2
15	COc1cccc(-c2nnc(N(C)C(=O)C3CCOC3)s2)c1 (stereo not given)	2	2.0	0.5	-3.9	?

No.	Yp Topo-I inh	PrPC TRFRET	TcdB GH inh	Anthrax LF inh2
1	1	4	0.6	3
2	6	9	0.1	0
3	25	3	-1.6	3
4	3	-2	1.2	-15
5	5	2	-1.0	-7
6	-4	-2	-0.2	-4
7	12	-10	0.1&-1.4&0.7	-6
8	0	2	0.3	1
9	-6	7	-1.6	-2
10	-3	-7	0.3	-5
11	2	-5	nt	-1
12	0	-6	nt	1
13	2	-6	nt	0
14	2	1	nt	0
15	4	-4	nt	-6

The list continues.
No.	SMILES	CCHFV vOTU inh	BoNT-A LC inh2	PfHsp40 yeast	FadD28 FP inh	BoNT F protease
16	CC(=O)Nc1ccc(C(=O)C(Cc2ccccc2)N(C)C)cc1 (stereo not given)	-11	5.6	-0.6	-2.3	13
17	Cc1occc1C(=O)NCc1ccccc1F	0	0.4	0.7	-2.0	6
18	COc1cc(/C=C2/NC(=O)NC2=O)cc(Br)c1OCc1ccccc1	-5	0.2	0.2	-0.8	-3
19	CNC(=O)CSc1nnc(-c2ccco2)n1-c1ccccc1	2	2.9	-1.3	-2.4	4
20	Cc1ccc(C(C)C)c(OCc2nnc(SCC(=O)Nc3nccs3)n2C)c1	12	6.0	0.0	-3.7	8
21	CCOC(=O)c1c(C)c2c(=O)[nH]cnc2n1-c1ccccc1	-9	-1.7	-0.1	-1.8	?
22	O=C(O)c1ccc(Cl)c(S(=O)(=O)Nc2ccccc2Cc2ccccc2)c1	13	0.0	-0.8	-3.4	0
23	CSc1ccc(CNCC(O)c2ccccc2)cc1 (stereo not given)	2	-1.4	2.5	-3.5	-7
24	CCN(C(=O)c1cc(Cl)ccc1Cl)C1CCS(=O)(=O)C1 (stereo not given)	10	3.8	-0.9	-2.4	6
25	O=C(Nc1cccc(O)c1)C(=O)Nc1ccccn1	15	0.8	-2.1	-1.7	-9
26	O=C(c1cc(-c2ccc(Br)cc2)on1)N1CCCCCC1	-12	1.0	-1.1	nt	0
27	COc1ccc(S(=O)(=O)N2CCOCC2)cc1NC(=O)c1cc(=O)[nH]c2ccccc12	-8	0.3	-0.3	1.6	-8
28	Cc1c(C(=O)NNc2c(Cl)cccc2Cl)n(C)oc1=O	-7	?	0.0	1.5	?
29	O=C(NCCN1CCOCC1)C1CCC(CNS(=O)(=O)c2ccc(Cl)cc2)CC1 (stereo not given)	-15	0.1	0.3	-3.7	8
30	Cc1nc(N2CCN(Cc3ccc4c(c3)OCO4)CC2)nc2c1C(=O)CC(c1ccco1)C2 (stereo not given)	-2	?	1.4	-1.3	?

No.	Yp Topo-I inh	PrPC TRFRET	TcdB GH inh	Anthrax LF inh2
16	-7	-4	0.9	-5
17	-2	-3	0.1	-1
18	-11	0	0.1	2
19	-3	5	-0.3	-3
20	3	-2	nt	-10
21	2	-2	0.2	-8
22	3	0	-1.8	1
23	1	3	0.7	-4
24	-5	-4	2.4	6
25	-4	-8	-0.5	0
26	-8	5	0.7	-2
27	-4	3	-1.0	-7
28	-2	4	-10	0
29	10	-4	-0.5	5
30	3	10	nt	?

The list goes on:
No.	SMILES	CCHFV vOTU inh	BoNT-A LC inh2	PfHsp40 yeast	FadD28 FP inh	BoNT F protease
31	Cc1ccc(N(CC(=O)N2CCCC2)S(C)(=O)=O)c(C)c1	1	-1.8	-0.9	-1.1	-43
32	C[C@@H]1CN([C@@H](C)CO)C(=O)c2cc(C#CC3CCCCC3)cnc2O[C@@H]1CN(C)S(=O)(=O)c1ccc(F)cc1	8	-0.2	nt	1.3	-2
33	O=S(=O)(Nc1cccc(-n2cnnn2)c1)c1ccccc1F	8	-0.8	0.3	1.7	2
34	CC1CCN(S(=O)(=O)c2cc(Br)cc(C(=O)NC3=NCCS3)c2)CC1	5	-0.3	0.6	-6.5	-7
35	O=S(=O)(Nc1cccc2ccccc12)N1CCCC1	-5	-0.5	-0.1	-6.6	0
36	O=S(=O)(c1ccc(F)cc1)N1CCC(O)(c2ccc3c(c2)OCO3)CC1	-6	1.3	-0.1	-2.3	-25
37	CCC(C)N1C(=O)N(C)C2NC(=O)NC21 (stereo not given)	2	0.7	0.3	0.2	0
38	CC1CCCCC1NC(=O)CSc1nnnn1C (stereo not given)	4	-0.9	-0.6	-0.8	-2
39	O=C(NCc1ccco1)c1cnn2c(C(F)(F)F)cc(-c3ccccc3)nc12	-9	-0.8	0.3	-2.0	-8
40	Cc1ccc2c(c1)Oc1ccc(NC(=O)CCCl)cc1C(=O)N2	-1	0.6	-0.3	-3.2	5
41	Cn1c(SCC(=O)N2CCOCC2)nnc1-c1ccc(Cl)cc1Cl	-6	-0.3	-0.4	-3.5	-3
42	CCc1nc2c(OCc3ccc(F)cc3)cccn2c1N(C)C(=O)C(C)C	-6	-0.2	nt	-1.0	0
43	Cc1ccc(CN2C(=O)CCC2C(=O)NCCN2CCOCC2)cc1 (stereo not given)	12	0.0	-0.4	-1.0	-2
44	COC(=O)C1=CN(c2ccc(F)cc2)C=C(C(=O)OC)C1c1ccc([N+](=O)[O-])cc1	19	1.8	2.8	1.1	11
45	O=C(CSc1ccc(Cl)cc1)Nc1cccc(-c2nnc(-c3ccco3)o2)c1	9	-0.4	-1.7	0.1	-1

No.	Yp Topo-I inh	PrPC TRFRET	TcdB GH inh	Anthrax LF inh2
31	2	9	0.9	3
32	32	2	-0.6&-3.1&-3.6	0
33	5	2	8.4	0
34	12	-1	nt	0
35	17	9	4.4	2
36	1	8	nt	-4
37	0	2	-0.1	-1
38	4	8	-0.7	0
39	10	-4	0.6	-5
40	0	15	0.6	-2
41	-11	3	nt	-5
42	6	6	1.9	-1
43	-5	4	nt	-7
44	-4	3	-1.3	-1
45	24	-4	-0.2	0

Additional compounds.
No.	SMILES	CCHFV vOTU inh	BoNT-A LC inh2	PfHsp40 yeast	FadD28 FP inh	BoNT F protease
46	CCC/C(O)=C1\C(=O)CCCC1=NCCc1c(C)[nH]c2ccc(C)cc12	1	-0.8	-0.4	-1.3	-2
47	CCc1cccc(CC)c1NC(=O)C1CC(=O)N(c2ccc3c(c2)OCCO3)C1 (stereo not given)	-2	0.7	-0.7	-2.3	3
48	COc1ccc(CNC(=O)c2cccc(-c3ccc(C)c4ccccc34)n2)cc1	nt	-0.2	-0.3	1.1	4
49	O=C(CSc1nc2c(cnn2-c2ccccc2)c(=O)[nH]1)c1ccc(Cl)cc1	-16	0.1	0.5	-4.6	-1
50	O=C(CS(=O)(=O)c1ccccc1)N1CCc2ccccc21	9	0.6	0.1	0.5	-1
51	CCOC(=O)C1=C(C)N(CCC(=O)O)C(=O)NC1c1ccccc1Cl (stereo not given)	7	0.5	-0.9	-2.7	4
52	COCc1ccc(C(=O)NC2CC(C)(C)Cc3c2cnn3-c2ccc(OC)cc2)o1 (stereo not given)	10	-1.9	-0.9	-0.7	4
53	Cc1c(Cl)cccc1NC(=S)NCC(c1cccnc1)N(C)C (stereo not given)	-12	-0.6	2.0	-3.7	-4
54	CN(C)/C=C1\N=C(c2ccc(Cl)cc2Cl)OC1=O	14	0.7	0.8	-1.4	1
55	C/C=C(\C)C(=O)N1CC2(CC(c3cccc(NC(=O)CCCCC)c3)=NO2)C[C@@H]1C(N)=O (stereo not given in full)	13	-0.1	-0.7	-3.0	2
56	CC(C)C(=O)Nc1c(-c2cccc(Cl)c2)c(=O)c2ccccc2n1C	-1	-1.7	0.6	-1.2	16

No.	Yp Topo-I inh	PrPC TRFRET	TcdB GH inh	Anthrax LF inh2
46	-1	4	-0.5	-8
47	-1	5	nt	-2
48	39	nt	nt	1
49	9	-3	0.2	-2
50	5	-3	-0.3	1
51	-5	-5	-0.2	-1
52	23	12	1.3	-1
53	3	0	0.7	0
54	4	-3	nt	0
55	-4	4	0.2	0
56	3	1	0.1	5

Record cards (already shown). Order of values: CCHFV vOTU inh	BoNT-A LC inh2	PfHsp40 yeast	FadD28 FP inh	BoNT F protease	Yp Topo-I inh	PrPC TRFRET	TcdB GH inh	Anthrax LF inh2
COCc1ccc(C(=O)NC2CC(C)(C)Cc3c2cnn3-c2ccc(OC)cc2)o1 (stereo not given) in the list: 10	-1.9	-0.9	-0.7	4	23	12	1.3	-1
COc1ccc(CNC(=O)c2cccc(-c3ccc(C)c4ccccc34)n2)cc1 in the list: nt	-0.2	-0.3	1.1	4	39	nt	nt	1
CCc1cccc(CC)c1NC(=O)C1CC(=O)N(c2ccc3c(c2)OCCO3)C1 (stereo not given) in the list: -2	0.7	-0.7	-2.3	3	-1	5	nt	-2
